Screening results deposited in PubChem BioAssay by several laboratories.
TRPC6 inh: mouse TRPC6 channel inhibition; Q61143; HEK293-TRPC6, membrane potential dye, ACh-evoked depolarization; stronger effect = lower value; B-score at 10 µM; 1.1% of 310,000 active; AID 2553;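 active = B-score under library mean minus 3 SD, initial fluorescence not abnormally high, positive integrated signal ratio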;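 also: B-score derived from integrated fluorescence ratio over the kinetic read; more negative B-score means stronger inhibition of depolarization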
Target sequence (Q61143 whole entry, looked up): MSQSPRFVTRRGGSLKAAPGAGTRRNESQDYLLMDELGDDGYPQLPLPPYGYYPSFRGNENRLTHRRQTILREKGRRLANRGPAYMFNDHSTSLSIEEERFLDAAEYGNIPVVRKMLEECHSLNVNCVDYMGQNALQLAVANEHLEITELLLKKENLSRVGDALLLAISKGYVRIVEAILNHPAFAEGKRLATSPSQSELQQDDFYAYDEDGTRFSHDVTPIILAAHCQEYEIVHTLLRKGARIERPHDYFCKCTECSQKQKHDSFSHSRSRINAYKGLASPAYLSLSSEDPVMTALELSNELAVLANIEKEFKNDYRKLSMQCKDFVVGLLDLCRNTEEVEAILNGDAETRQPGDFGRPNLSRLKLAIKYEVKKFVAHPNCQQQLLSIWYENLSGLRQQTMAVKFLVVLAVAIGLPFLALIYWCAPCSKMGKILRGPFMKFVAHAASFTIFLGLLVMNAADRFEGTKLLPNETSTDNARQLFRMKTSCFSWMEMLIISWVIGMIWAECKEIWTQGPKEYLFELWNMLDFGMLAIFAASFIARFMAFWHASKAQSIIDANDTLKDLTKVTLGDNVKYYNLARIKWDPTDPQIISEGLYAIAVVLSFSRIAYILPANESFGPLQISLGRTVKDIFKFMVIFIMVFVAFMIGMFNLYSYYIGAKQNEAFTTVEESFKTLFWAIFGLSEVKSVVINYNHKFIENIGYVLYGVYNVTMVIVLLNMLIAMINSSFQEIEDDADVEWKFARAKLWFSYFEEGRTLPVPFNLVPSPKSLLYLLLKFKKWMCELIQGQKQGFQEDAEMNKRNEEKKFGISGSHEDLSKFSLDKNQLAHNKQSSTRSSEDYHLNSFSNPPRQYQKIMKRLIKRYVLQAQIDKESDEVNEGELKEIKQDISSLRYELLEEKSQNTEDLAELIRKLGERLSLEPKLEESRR
TRPC4 potent: allosteric potentiators of mouse TRPC4 channel | Q9QUQ5 | HEK293 TRPC4beta/mu-opioid, DAMGO EC20, Fluo-4 Ca2+ flux; stronger effect = higher value | B-score at 10 µM | 0.42% of 310,000 active | AID 2227;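 active = B-score of calcium response area above 5 SD of library B-scores, with initial fluorescence ratio within 5 SD of library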;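 also: B-score of integrated fluorescence ratio over time as area under calcium response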
MrgX1 allo act: human MrgX1 positive allosteric modulation, primary screen. MrgX1-HEK293, Fluo-4 calcium flux, FDSS; stronger effect = higher value. AID 588675. B-score at 10 µM. 0.63% of 310,000 active. Q96LB2;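 active = plate-corrected calcium response at least 3 library SD above typical, normal starting fluorescence, not activating the receptor alone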;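 also: compound read alongside a low EC10 to EC30 dose of BAM8-22 agonist; peak minus trough fluorescence over baseline measured at the second addition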
AI-2 QS modul: modulates the Vibrio harveyi AI-2 quorum sensing system | Vibrio harveyi JMH597 AI-2 luminescence/OD600 ratio, 9 h; stronger effect = lower value; strain lacks LuxN and CqsS sensors; 0 = neutral-control median | activity change, % at 7.5 µM | 0.4% of 300,000 active; in the data active = activity change below about -75%, passing the limit was not always enough;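 also: luminescence divided by OD600 gain over 9 h not by final OD600 alone; inactives centre near 13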
PolyA inh: blocks polyadenylation in yeast reporter cells; AID 1875; 0.02% of 300,000 active; calls only at 12 µM; S. cerevisiae SKY197-pL101 polyadenylation reporter, beta-gal luminescence; efflux-impaired pdr1/pdr3 knockout yeast; score 100 = 6 SD above DMSO;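 active = lowest replicate activity score at least 50, where 100 means six control SD above control mean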;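 also: yeast exposed to compound for 9 h at 30 °C; higher score means more reporter readthrough which indicates perturbed polyadenylation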
TRPC4 agonist: TRPC4 (mouse) channel activation | HEK293 TRPC4beta/mu-opioid, Fluo4 calcium fluorescence; stronger effect = higher value | B-score at 10 µM | 0.49% of 310,000 active;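 active = B-score above 5 SD of library B-scores, and initial fluorescence ratio not above library mean plus 5 SD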;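 also: positive B-score marks a calcium rise read as TRPC4 activation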
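Test system: HEK293 cells stably co-expressing mouse TRPC4beta and mu-opioid receptor | Schedule: Fluo4 dye loading 45 min at room temperature, 110 s recording | Measured by: Kinetic Fluo4 calcium fluorescence, 5 s baseline at 1 Hz | Evaluation: B score of integrated ratio | Controls: Buffer (low) and maximal DAMGO (high)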
MrgX1 antag: antagonists of human MrgX1 receptor; Q96LB2; MRGX1-HEK293 calcium flux, Fluo-4, BAM8-22 antagonism; stronger effect = lower value; B-score at 10 µM; 1.3% of 310,000 active;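 active = calcium-response B-score plate-corrected more than 3 library SD below zero, starting fluorescence within 5 deviations, no agonist response on first addition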;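 also: peak minus trough fluorescence over baseline after final BAM8-22 challenge near maximal dose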
TRPC4 inh: TRPC4 (mouse) channel inhibition; B-score at 10 µM; Q9QUQ5; HEK293 TRPC4beta/mu-opioid, DAMGO-evoked Fluo4 calcium flux; stronger effect = lower value; 0.39% of 300,000 active;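 active = B-score over 3 SD under the library average, no early fluorescence shift, positive overall ratio signal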
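test system = HEK293 cells with stable TRPC4beta plus mu-opioid receptor expression | detection = Fluo4 Ca2+ flux fluorescence | read-out = integrated fluorescence ratio relative to baseline, converted to per-well B score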
TRPC6 activator: mouse TRPC6 channel activation. B-score at 10 µM. Q61143. HEK293-TRPC6 membrane potential dye fluorescence; stronger effect = higher value. AID 2550. 0.13% of 310,000 active;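 active = B-score of the integrated fluorescence ratio above library mean plus 3 SD, and starting fluorescence ratio within library mean plus 5 SD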;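 also: higher score means more depolarization so channel activation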
HIF act: HIF pathway transcriptional activation. activation, % at 7.5 µM (by protocol). U2OS HRE-luciferase reporter, luminescence; normalized: DMSO 0%, desferrioxamine 100%. 0.32% of 300,000 active;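 active = mean activation of at least 10% of the iron chelator positive control signal, with at least half of replicates also reaching 10%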
MrgX1 ag: human MrgX1 receptor agonism, primary screen | Q96LB2 | MrgX1-HEK293 cells, Fluo-4 calcium fluorescence, agonist mode; stronger effect = higher value | 0.44% of 310,000 active | B-score at 10 µM;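 active = calcium response B-score plate-corrected fluorescence ratio at least 3 library SD, with starting fluorescence B-score inside 5 SD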
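Test system: Stable human MrgX1 HEK293 cell line | Schedule: Overnight plating before 1 h dye loading | Read-out basis: Baseline-normalised fluorescence change ratio, B-scored | Detection: Kinetic calcium dye fluorescence, Fluo-4 NW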
* = called active by the depositor; i = inactive; nt = not tested or not shown. Only part of the results is shown. The share of hits here may be higher or lower than overall.

canonical_smiles,TRPC6 inh,TRPC4 potent,MrgX1 allo act,AI-2 QS modul,PolyA inh,TRPC4 agonist,MrgX1 antag,TRPC4 inh,TRPC6 activator,HIF act,MrgX1 ag
COC(=O)[C@H]1C[C@@H]1[C@H](NC(=O)c1cccnc1)c1ccccc1,i,i,i,15.7,i,i,i,i,i,-1.0,i
CC(=O)c1c(C(C)=O)c(C)n(Cc2ccccc2)c1C,i,i,i,21.4,i,i,i,i,i,-0.1,i
CCN(CC)CCCN1C(=O)CSC1c1ccc2c(c1)OCO2 (stereo not given),i,i,i,19.1,i,i,i,i,i,-0.2,i
CCSc1nc(=S)n(Cc2ccccc2)c(C)c1C(C)=O,i,i,i,22.5,i,i,i,i,i,-0.5,i
Cn1c(=O)c2c(nc(OCc3ccccc3)n2C)n(C)c1=O,i,i,i,-4.3,i,i,i,i,i,-0.1,i
O=C(CCS(=O)(=O)c1ccc(Cl)cc1)N1CCN(c2ccccc2F)CC1,i,i,i,5.5,i,i,i,i,i,0.4,i
COc1ccc(-c2[nH]ncc2C2N=C(N)Nc3nc4ccccc4n32)cc1 (stereo not given),i,i,i,7.5,i,i,i,i,i,0.4,i
CCN(C(=O)Nc1cccc(Cl)c1)c1ccccc1,i,i,i,14.4,i,i,i,i,i,-0.6,i
Cc1cc(C(=O)N/N=C/c2ccc(N3CCOCC3)cc2)c(C)o1,i,i,i,5.7,i,i,i,i,i,0.9,i
O=C(CCSc1ccccc1)NCCSCc1ccccc1,i,i,i,-24.0,i,i,i,i,i,0.2,i
O=C(OCC#CCSc1nnc(-c2ccc([N+](=O)[O-])cc2)o1)c1cccs1,i,i,i,10.0,i,i,i,i,i,-24.6,i
O=C(NCCN1CCOCC1)C1CCN(Cc2ccccc2O)CC1,i,i,i,17.2,i,i,i,i,i,-0.3,i
C=CCSc1nc2[nH]ncc2c(=O)[nH]1,i,i,i,20.0,i,i,i,i,i,-0.2,i
Cc1ccc(CSc2nnc(-c3ccncc3)n2C)cc1,i,i,i,11.8,i,i,i,i,i,0.5,i
COc1cc(NC(=O)COc2ccccc2Cl)ccc1NC(=O)c1cccs1,i,i,i,1.8,i,i,i,i,i,1.2,i
O=C(c1ccc(N2C(=O)C3CC=C(Cl)CC3C2=O)cc1)N1CCOCC1 (stereo not given),i,i,i,14.9,i,i,i,i,i,-0.2,i
CSc1nc(N2CCOCC2)c2c(c1C#N)CCCCC2,i,i,i,4.0,i,i,i,i,i,-0.3,i
CCCCn1c(N)c(N(CCC(C)C)C(=O)c2ccc3c(c2)OCO3)c(=O)[nH]c1=O,i,i,i,nt,i,i,-5.74*,i,i,0.4,i
COC(=O)C1C(=O)c2c([nH]c(C(=O)OC3CCCC3C)c2C)CC1C (stereo not given),i,i,i,31.4,i,i,i,i,i,3.4,i
Nc1nnc(Cc2ccccc2)s1,i,i,i,6.9,i,i,i,i,i,0.1,i
CCOc1ccc(CNC(=O)C2CCN(c3nnc(C)c4c(C)n(-c5ccc(C)cc5)nc34)CC2)cc1,i,i,i,9.6,i,i,i,i,i,-4.9,i
Cc1cc(C)c2c(c1)cc(C)c1nnc(SCC(=O)N3CCCc4ccccc43)n12,i,i,i,28.1,i,i,i,i,i,0.0,i
CN(C)S(=O)(=O)N1CCC(C(=O)O)(c2ccccc2)CC1,i,i,i,9.0,i,i,i,i,i,-1.5,i
O=C(CCc1ccccc1)NNC(=O)c1ccco1,i,i,i,-1.3,i,i,i,i,i,0.1,i
O=C(COC(=O)Cc1n[nH]c(=O)c2ccccc12)NNC(=O)c1ccccc1,i,i,i,18.2,i,i,i,i,i,-0.1,i
COc1ccc(C2C=C(c3ccc(C)cc3)Nc3ncnn32)cc1 (stereo not given),i,i,nt,-2.2,i,i,nt,i,i,0.8,nt
Fc1ccc(/C=C2\CCCC3=C2Nc2ncnn2C3c2ccc(F)cc2)cc1 (stereo not given),i,i,i,24.2,i,i,i,i,i,0.6,i
CC1(C)Cc2cccc(OCC(=O)N3CCN(S(=O)(=O)c4ccc(F)cc4)CC3)c2O1,i,i,i,16.7,i,i,i,i,i,0.1,i
CCN(C(=S)Nc1cc(S(=O)(=O)N2CCOCC2)ccc1Cl)c1cccc2ccccc12,i,i,i,23.1,i,i,i,i,i,-0.8,i
CCC(=O)NCc1c(C)c(C)n(Cc2ccccc2)c1-n1cccc1,i,i,i,11.7,i,i,i,i,i,-0.9,i
CCOc1ccc(N2CC(C(=O)NCCN3C(=O)S/C(=C\c4ccc(OC)cc4)C3=O)CC2=O)cc1 (stereo not given),i,i,i,13.2,i,i,i,i,i,-0.2,i
CN(C(=O)CSc1nc(N)cc(N)n1)C1CCS(=O)(=O)C1 (stereo not given),i,i,i,10.2,i,i,i,i,i,0.4,i
CC(C)(C)NC(=O)CCC1COc2ccccc2O1 (stereo not given),i,i,i,6.6,i,i,i,i,i,-0.3,i
c1ccc(-c2ccccc2OCCN2CCCCC2)cc1,i,i,i,9.6,i,i,i,i,i,-0.4,i
Cc1ccc(S(=O)(=O)N2CCCCC2)cc1NC(=O)COc1ccccc1F,i,i,i,10.8,i,i,i,i,i,-0.6,i
CCOc1ccc(CCNC(=O)Cn2ccc3cc(S(=O)(=O)N4CCCC4)ccc32)cc1,i,i,i,-1.1,i,i,i,i,i,-0.1,i
Cc1ccc(C)c(NS(=O)(=O)c2cc(C(=O)NCc3ccco3)ccc2C)c1,i,i,i,13.8,i,i,i,nt,i,-0.2,i
O=C(c1ccc(N2CCN(C(=O)c3ccc(F)cc3F)CC2)cc1)c1cccc(F)c1,i,i,i,54.6,i,i,i,i,i,-0.3,i
O=C(CNC(=O)Cn1ccc2ccccc2c1=O)NCCCN1CCN(c2cccc(Cl)c2)CC1,i,i,i,15.2,i,i,i,i,i,-0.8,i
COc1cc(NC(=O)c2ccc(Cl)cc2)c(OC)cc1NC(=O)CN1CCCCC1,i,i,i,8.9,i,i,i,i,i,3.1,i
CCCCc1nc(SCCOC)c2c(=O)n(C)c(=O)n(C)c2n1,i,i,i,-2.3,i,i,i,i,i,0.4,i
Cc1nc(CSc2nsc(C)c2C#N)cs1,i,i,i,9.0,i,i,i,i,i,-0.1,i
COc1cccc(C2CC(c3ccc(NS(C)(=O)=O)cc3)=NN2C(=O)c2ccccc2)c1OC (stereo not given),i,i,i,22.0,i,i,i,i,i,-0.2,i
Cc1[nH]c(=O)[nH]c(=O)c1S(=O)(=O)N1CCOCC1,i,i,i,7.9,i,i,i,i,i,0.6,i
CCN1CCCC1CNc1ncnc2c1[nH]c1ccc(F)cc12 (stereo not given),i,i,i,19.0,i,i,i,i,i,-0.6,i
Cc1cc(Oc2ccccc2)nc(N)n1,i,i,i,6.1,i,i,i,i,i,-0.5,i
COCc1cc(=O)n2[nH]cc(-c3ccccc3)c2n1,i,i,i,-6.2,i,i,i,i,i,2.4,i
CC1CCCCN1S(=O)(=O)c1ccc(NC(=O)c2cccc(-n3cnnn3)c2)cc1 (stereo not given),i,i,i,31.1,i,i,i,i,i,-0.1,i
COc1ccc(-c2nnc(N(C)C(=O)c3ccno3)s2)cc1,i,i,i,10.5,i,i,i,i,i,1.2,i
CN(C)C(=O)c1cn(N(C)c2ncc(C(F)(F)F)cc2Cl)c(=O)c2ccccc12,i,i,i,16.5,i,i,i,i,i,0.0,i
NS(=O)(=O)c1ccc(NC(=S)Nc2ccc(S(=O)(=O)N3CCCC3)cc2)cc1,i,i,i,11.9,i,i,i,i,i,-0.1,i
CC(C)(C)c1cc(CCC(=O)N2CCCC2)cc(C(C)(C)C)c1O,i,i,i,17.9,i,i,i,i,i,-0.3,i
CC1(C)CN(c2ccc(CC#N)cc2)C1=O,i,i,i,40.5,i,i,i,i,i,-0.6,i
CCCCCCNC(=O)CSc1nccn1Cc1ccccc1,i,i,i,-31.5,i,i,i,i,i,nt,i
O=[N+]([O-])c1cccc(COc2ncnc3cc([N+](=O)[O-])ccc23)c1,i,i,i,12.0,i,i,i,i,i,-0.3,i
N#Cc1c(SCC(=O)O)nc(-c2ccccc2)c2c1CCCC2,i,i,i,6.9,i,i,i,i,i,0.1,i
COc1ccc(OC(=O)C(C)N2C(=O)c3ccccc3C2=O)cc1 (stereo not given),i,i,i,-9.2,i,i,i,i,i,-0.1,i
CS(=O)(=O)c1ccc2nc(NC(=O)c3ccc(NS(=O)(=O)c4ccc(F)c(F)c4)cc3)sc2c1,i,i,i,35.4,i,i,i,i,i,0.1,i
COc1ccc(N=C2SC(CC(=O)Nc3ccccc3)C(=O)N2Cc2ccco2)cc1 (stereo not given),i,i,i,16.5,i,i,i,i,i,-1.9,i
CC1(C)Cc2ccccc2C(NNC(=O)c2ccccc2)=N1,i,i,i,3.3,i,i,i,i,i,0.3,i

(listing goes on)
canonical_smiles,TRPC6 inh,TRPC4 potent,MrgX1 allo act,AI-2 QS modul,PolyA inh,TRPC4 agonist,MrgX1 antag,TRPC4 inh,TRPC6 activator,HIF act,MrgX1 ag
COC(=O)C1CCN(C(=O)COc2cc3sc(C)nc3c3sccc23)CC1,i,i,i,20.2,i,i,i,i,i,-1.2,i
Cc1ccc(C(=O)N/C(=C/c2ccco2)C(=O)NCCc2c[nH]c3ccccc23)cc1C,i,i,i,9.1,i,i,i,i,i,-0.1,i
CCn1c(SCC(=O)N/N=C/c2ccncc2)nc2ccccc21,i,i,i,8.9,i,i,i,i,i,-0.6,i
COc1ccc(N2CCN(C(=O)CSc3nnc4c(C)cc5ccccc5n34)CC2)cc1,i,i,i,29.0,i,i,i,i,i,-0.2,i
C=CCNC(=O)C1CCCN(S(=O)(=O)c2ccc(-n3cnnn3)cc2)C1 (stereo not given),i,i,i,3.4,i,i,i,i,i,-0.3,i
O=C(NNC(=O)c1ccc(S(=O)(=O)N2CCCCC2)cc1)c1ccc(F)cc1,i,i,i,-33.4,i,i,i,i,i,0.6,i
